# S3 lipid droplet – qHTS Assay for Lipid Storage Modulators in Drosophila S3 Cells | hit rate 0.64% among 320,000 | Potency in µM for hits, for the others lipid storage change, negative = inhibition, % at the top dose, mostly 46.1 µM | Drosophila S3 cells, BODIPY lipid droplet fluorescence, 18-24 h; cells fed with added oleic acid; active = well fitted inhibition curve with a large enough effect in the signal ratio, with a control signal flat, not every such curve was filed as active; inconclusive = small, poorly fitted or top-dose-only effect, or effect the other way, or a change in a side signal; the % refers to the signal ratio
#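 Laser-scanning cytometry quantifies lipid droplet accumulation (500–530 nm total intensity; droplet/cell object ratio) in oleic acid-fed (400 uM added) Drosophila S3 cells treated with a concentration series. 20 uM Triacsin C defined 100% inhibition.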
# S3 lipid droplet cell count max – second read-out of S3 lipid droplet, no call of its own (marks repeat the call); cell number change, %; measured here: cell count max response;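 cells counted by Cell Tracker Red CMTPX staining in the red channel; peak over a dose series mostly up to 46.1 µM; percent activity relative to internal control wells on each plate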
# Active calls of the source: *; i = inactive; ? = inconclusive; / = no result given; [ ] = dose if it differs, or a comment. % is scaled to controls: 0 for no effect and ±100 for the full control effect; potency is read from the fitted curve at half-maximal effect. Some of the compounds tested; the hit share may differ from the screen's.
S3 lipid droplet | S3 lipid droplet cell count max | canonical_smiles
5% | 12 | O=C1CCCC(O)=C1C1C2=C(CCCC2=O)OC2=C1C(=O)CCC2
? | / | Cc1nc2cc(NC(=O)COc3ccccc3C#N)ccc2n1-c1ccccc1
1% | 10 | CCCCCCCCCOC1OC(CO)C(O)C(O)C1NC(C)=O (stereo not given)
-11% | -4 | CCOC(=O)C1CCN(C(=O)/C(C)=C\c2ccccc2)CC1
? | / | CC1(C)NC(=O)N(CCCCOc2cccc(C(F)(F)F)c2)C1=O
? | / | O=S(=O)(NCCc1cccs1)c1ccc(Br)cc1
0% | 6 | CC(C)(C)C(=O)Cn1nc(Cl)nc1Cl
-1% | -1 | O=C(NC1CC1)C1=C[C@H](c2csc3ccccc23)C[C@H](OCCCCO)O1
-2% | 9 | O=C(/C=C/c1ccccc1Cl)NC(=S)Nc1ccccc1C(=O)NC1CCCCC1
? | / | O=C(C#Cc1cccc([N+](=O)[O-])c1)c1ccccc1
? | / | N#CC(C(=O)C1CCCCC1)c1nc2ccccc2[nH]1 (stereo not given)
? | / | O=S(=O)(c1ccccc1C(F)(F)F)N1CCC(n2cnc3ccccc32)CC1
? | / | Cc1cc2nnn(-c3nnc(-c4ccccc4)c4ccccc34)c2cc1C
14% | 16 | CCOC(=O)C1CCN(S(=O)(=O)c2ccc(-c3cc(C(F)(F)F)n(C)n3)s2)CC1
? | / | COc1cc(CN(C(=O)c2cccs2)C2CCS(=O)(=O)C2)cc(OC)c1OC (stereo not given)
14% | 2 | Cc1ccc(CNc2cnccn2)cc1
? | / | COc1ccc(C)cc1NC(=O)CN1C(=O)c2cccc3cccc1c23
-17% | 6 | Cc1cccc(N2CCN(C(=O)CCC(=O)N3CCOc4ccc(Cl)cc43)CC2C)c1 (stereo not given)
i | -1 | COc1ccc(S(=O)(=O)c2c[nH]c(=S)[nH]c2=O)cc1Cl
? | / | N#Cc1ccc(OCC(=O)NNC(=S)NC2CCCCC2)cc1
1% | 14 | CCCCNC(=O)c1ccc2c(SCC(=O)O)c3c(nc2c1)CCCC3
? | / | O=C(OCCN1CCCCC1)c1cccc(Cl)c1
7% | 2 | CCOC(=O)c1ccc2c(c1)N(CC)C(=O)c1ccccc1S2
3% | 13 | O=C(CN1CCN(Cc2ccccc2)CC1)Nc1ccc([N+](=O)[O-])cc1C(=O)Nc1ccccc1F
? | / | Cc1ccccc1-n1nnnc1SC(C)C(=O)NC1CCCc2ccccc21 (stereo not given)

# Next part.
S3 lipid droplet | S3 lipid droplet cell count max | canonical_smiles
? | / | O=C(NCCCN1CCCC1=O)c1ccc2c(=O)n(-c3ccccc3F)c(=S)[nH]c2c1
5% | -1 | O=C1NC(c2ccc(Cl)c([N+](=O)[O-])c2)Nc2ccccc21 (stereo not given)
25% | -25 | CCCN(CC(=O)Nc1ccccc1C)C(=O)CC(NC(=O)c1ccccc1)c1ccccc1 (stereo not given)
? | / | Cc1nc2c(c(=O)n1CCC1=CCCCC1)c1nc3ccccc3nc1n2/N=C/c1ccco1
? | / | Cc1ccc(C(=O)/C=C/c2ccc(-c3ccccc3[N+](=O)[O-])o2)cc1
? | / | CCOC(=O)CSc1nnc2c3ccccc3n(CC)c2n1
6% | 14 | Cc1ccc(S(=O)(=O)N(C)Cc2ccc(C(=O)N/N=C3\CC(=O)CC(C)(C)C3)cc2)cc1
? | / | COc1ccc(CCNC2CC(C)N(C)CC2C)cc1OC (stereo not given)
? | / | Cc1cccc(NC(=O)c2sc3nc4c(c(-c5cccs5)c3c2N)CN(C)CC4)c1
? | / | Cc1ccccc1OCCn1c(=S)[nH]c2ccccc21
-9% | -8 | Nc1cc(=O)[nH]c(SCC(=O)c2ccc(F)cc2)n1
14% | 3 | O=C(Nc1nc(=S)ss1)c1c(F)cccc1F
? | / | COc1ccc(CCn2c(-c3ccc(Cl)cc3)n[nH]c2=S)cc1OC
? | / | O=C(CCNc1ccc(F)cc1)c1cc2ccccc2o1
-3% | 4 | O=C(O)c1cccc(S(=O)(=O)Nc2ccc3oc(=O)sc3c2)c1
? | / | CC(C)CNC(=O)COC(=O)c1ccc(F)cc1Cl
? | / | CCOc1ccc(CC(=O)Nc2ccc(S(=O)(=O)N3CCCC3)cc2)cc1
? | / | COc1ccc(-c2n[nH]c(=S)n2-c2ccc(C)cc2)cc1OC
? | / | COc1cc(OC)cc(-c2cc(N)n(S(=O)(=O)c3cccc4nsnc34)n2)c1
12% | -8 | COC(=O)c1ccccc1S(=O)(=O)N1CCC(C(=O)OC(C)C(=O)Nc2ccccc2OC)CC1 (stereo not given)
2% | -2 | Cc1ccc(-c2csc3ncnc(N4CCc5ccccc5C4)c23)cc1
? | / | CC1=C(C(=O)OCC2CCCO2)C(c2cccc(C(F)(F)F)c2)C2=C(CC(c3ccco3)CC2=O)N1 (stereo not given)
11% | 6 | COc1ccccc1NS(=O)(=O)c1cccc(C(=O)NN=C2CCCCCC2)c1
? | / | O=C(CSc1nnc(NC(=O)c2ccco2)s1)NCc1ccc2c(c1)OCO2
? | / | O=C(Cn1nnc2ccccc2c1=O)NCC1CCC(C(=O)O)CC1 (stereo not given)

# Shown with bars between the fields: entries from further up.
Structure | S3 lipid droplet | S3 lipid droplet cell count max
O=C(CCNc1ccc(F)cc1)c1cc2ccccc2o1 | ? | /
O=C(O)c1cccc(S(=O)(=O)Nc2ccc3oc(=O)sc3c2)c1 | -3% | 4
CC(C)CNC(=O)COC(=O)c1ccc(F)cc1Cl | ? | /

# (list continues)
S3 lipid droplet | S3 lipid droplet cell count max | canonical_smiles
? | / | N#Cc1ccccc1NC(=O)CSc1n[nH]c(-c2ccco2)n1
7% | 25 | NS(=O)(=O)c1ccc(CCNC(=O)CC(c2ccccc2)c2ccccc2)cc1
? | / | COC(=O)CCC(=O)NNC(=O)CCCOc1ccc(Cl)cc1Cl
? | / | Cc1cc(NC(=O)CSc2nnc3c(C)cc4c(C)ccc(C)c4n23)no1
? | / | COc1ccc(NC(=O)c2ccc(Cl)c(S(=O)(=O)N3CCc4ccccc4C3)c2)cn1
? | / | CS(=O)(=O)N(CC(=O)Nc1ccc(S(=O)(=O)N2CCOCC2)cc1)c1cccc(F)c1
8% | -1 | Cc1cccc(N2CCCn3c2nc2c3c(=O)[nH]c(=O)n2C)c1
i | / | COC(=O)Cc1cc(=O)[nH]c(Nc2nc3ccccc3o2)n1
? | / | Cc1sc2nc(CSC(C)C(=O)N(C)CC(=O)Nc3ccccc3C(F)(F)F)[nH]c(=O)c2c1C (stereo not given)
? | / | CC(C)C(C(=O)O)N1C(=O)/C(=C/c2cccn2C)SC1=S (stereo not given)
? | / | CCOC(=O)C(=O)c1cn(C2OCC(OC(C)=O)C(OC(C)=O)C2OC(C)=O)c2ccccc12 (stereo not given)
? | / | COCCNC(=O)CN1CCN(Cc2cccc(Cl)c2)C1=O
i[0.369 µM] | 2 | COc1cccc(NC(C)=[N+](C)CCNS(=O)(=O)c2ccc(Cl)cc2)c1
? | / | Cc1cccc(NC(=O)CSc2nc3ccccc3nc2N2CCCC2)c1
14% | -19 | CCc1ccc(OCC(=O)NCc2ccco2)c(Br)c1
? | / | O=C(NC1CCCCCC1)c1ccc(Cl)c(S(=O)(=O)N2CCOCC2)c1
6% | -6 | Cc1cc(Cl)c2oc(C(=O)N(C)CC3CCOCC3)c(C)c2c1
? | / | CCOC(=O)c1oc2nc(C(C)C)c3c(c2c1N)CC(C)(C)OC3
i | / | CSc1nc2cc(F)c(F)cc2n1C
i | 25 | Cc1c(OCC(=O)NCCN2CCOCC2)ccc2c(-c3ccccc3)cc(=O)oc12
? | / | CCC(C)(C)c1ccc(OCC(=O)N(C)C)c(C(C)(C)CC)c1
15% | 2 | CC(C)(C)NC(=O)Cn1c(SCC(=O)Nc2nccs2)nc2ccccc21
? | / | COc1ccc(CCNC(=O)COC(=O)C2CC2C)cc1OC (stereo not given)
? | / | C=CCn1c(=N)n(CC(=O)c2ccc(OC)cc2)c2ccccc21
? | / | CN(Cc1nc2ccccc2c(=O)[nH]1)C(=O)c1ccc(S(=O)(=O)N2CCCC2)cc1

# A different layout for some results above.
structure	S3 lipid droplet	S3 lipid droplet cell count max
CCOC(=O)C1CCN(C(=O)/C(C)=C\c2ccccc2)CC1	-11%	-4
CC1(C)NC(=O)N(CCCCOc2cccc(C(F)(F)F)c2)C1=O	?	/
O=S(=O)(NCCc1cccs1)c1ccc(Br)cc1	?	/
CC(C)(C)C(=O)Cn1nc(Cl)nc1Cl	0%	6

# Carrying on:
S3 lipid droplet | S3 lipid droplet cell count max | canonical_smiles
? | / | O=C(NCc1ccc(F)cc1)C1CCCN(c2nc3ccsc3c(=O)s2)C1 (stereo not given)
? | / | COc1ccccc1C1C(C(C)=O)=C(O)C(=O)N1c1ccc(O)cc1 (stereo not given)
2% | 1 | COc1ccc(Cc2ccc(OC)c(N)c2)cc1N
? | / | CCc1c(C)sc(NC(=O)c2cc(C)no2)c1C#N
-12% | -10 | Cc1ccc(C(=O)Nc2cc3c(cc2Cl)OCCCO3)cc1
0% | -11 | O=C1NNC(c2ccccc2)=N/C1=C\c1ccc(Cl)cc1
6% | 1 | CCCc1nnc(NC(=O)c2ccncc2)s1
9% | 3 | COc1cc(C(C2C(=O)CC(C)(C)CC2=O)C2C(=O)CC(C)(C)CC2=O)ccc1O
7% | -1 | COC(=O)CCC(=O)NC(=S)Nc1c(C)cccc1C
? | / | O=C(NCc1ccc(F)cc1)C1CCN(S(=O)(=O)N2CCCC2)CC1
13% | 12 | CCCNC(=O)COc1ccccc1[N+](=O)[O-]
? | / | CC(C)(C)CC(=O)N1CCC(c2nc3c(nnn3Cc3c(F)cccc3Cl)c(=O)[nH]2)CC1
? | / | CC(OC(=O)c1oc2ccccc2c1COc1ccccc1)C(=O)NC(N)=O (stereo not given)
2% | 7 | Cc1ccccc1OCC1CNC(=O)O1 (stereo not given)
-3% | -5 | CC1CC(C)CN(c2ncnc3c2cnn3C)C1 (stereo not given)
i | -12 | CCn1c(SCC(=O)NC2=NCCS2)nnc1C(C)NC(=O)c1ccccc1F (stereo not given)
? | / | COc1ccc(OC)c(NC(=O)Nc2cccnc2)c1
? | / | COc1ccccc1Cn1c(=S)[nH]c2cc(C(=O)NCCN3CCOCC3)ccc2c1=O
? | / | COC(=O)/N=C/c1c(NCc2ccccc2)nc2c(C)cccn2c1=O
? | / | Cc1ccc(-n2c(O)c(C=Nc3ccccc3-c3n[nH]c(=S)[nH]c3=O)c3ccccc3c2=O)c(C)c1
5% | 7 | O=c1[nH]c(CN2CCN(CCO)CC2)nc2ccccc12
? | / | CCNC(=O)C1CCCN1S(=O)(=O)c1ccc(OC)cc1 (stereo not given)
? | / | Cc1cc(C(=O)N2CCCC(C(=O)c3ccc(Cl)cc3C)C2)no1 (stereo not given)
i | 9 | CCOC(=O)C1CCN(c2nnc(N3CCCC3=O)s2)CC1
? | / | CC(=O)Cc1nsc(NC(=O)c2cc(-c3cccc(C(F)(F)F)c3)oc2C)n1

# Fetched by compound from the list above, 3 records:
S3 lipid droplet | S3 lipid droplet cell count max | canonical_smiles
-2% | 9 | O=C(/C=C/c1ccccc1Cl)NC(=S)Nc1ccccc1C(=O)NC1CCCCC1
? | / | O=C(OCCN1CCCCC1)c1cccc(Cl)c1
? | / | Cc1nc2cc(NC(=O)COc3ccccc3C#N)ccc2n1-c1ccccc1

# (more compounds)
S3 lipid droplet | S3 lipid droplet cell count max | canonical_smiles
? | / | Cc1ccc(NC(=O)c2ccc(-c3nn(C)c(=O)c4ccccc34)cc2)c(C)c1
3% | 5 | CCSC1=N/C(=C\c2ccccc2)C(=O)N1c1ccc(OC)cc1
1% | 2 | CN1C(=O)NC(c2cccc([N+](=O)[O-])c2)C2=C1CCCC2=O (stereo not given)
? | / | COc1cc(OC)cc(C(=O)NCCNC(=O)c2ccccc2)c1
? | / | COc1ccc(OC)c(NC(=O)CSc2nc(=O)n(Cc3ccccn3)c3c2CCC3)c1
i | -5 | Fc1cccc(CCN2CCN=C2Nc2ccccc2)c1
27% | 15 | NC(=O)c1ccsc1N
? | / | COc1cccc(C(CC(=O)Nc2cccc3ccccc23)NC(=O)c2ccccc2)c1 (stereo not given)
1% | -2 | C=CCn1c(CSc2nc3ccccc3s2)nnc1SCC(=O)NCc1ccco1
i | 24 | CN(C(=O)CC1C(=O)NCCN1Cc1ccccc1C(F)(F)F)C1CCOCC1 (stereo not given)
i | 13 | Cc1ccc(OCC(=O)Nc2ccc3c(c2)OCO3)c([N+](=O)[O-])n1
? | / | CCNC(=S)N/N=C(\C)c1ccc(Cl)s1
-21% | 2 | Clc1ccccc1C1Nc2cccc3cccc(c23)N1
86% | / | Cc1ccc(CNCC(O)(c2ccccc2)c2ccccc2)cc1
i | -16 | CN1CCN(C(=O)c2cc3ccccc3oc2=O)CC1
i | / | CCOC(=O)C(=CNc1ccc(C)cc1C)C(=O)OCC
14% | 2 | CN(C(=O)COc1ccccc1)c1nnc(-c2ccncc2)s1
i | 6 | CC(=O)c1cccc(NC(=O)CCCNC(=O)c2ccc(Cl)cc2)c1
? | / | COc1ccc(C(=O)Nc2ccc3nc(N4CCOCC4)sc3c2)cc1OC
? | / | Cc1cc(C)c[n+](CC(=O)c2ccc(NC(=O)c3ccccc3)cc2)c1
i | -2 | COc1ccccc1N1CCN(C2CCCN(S(=O)(=O)c3ccc(C)cc3)C2)CC1 (stereo not given)
? | / | O=C1C(=O)N(CCCc2ccccc2)c2ccccc21

# In the list so far, 5 have a cyano group:
S3 lipid droplet | S3 lipid droplet cell count max | canonical_smiles
? | / | Cc1nc2cc(NC(=O)COc3ccccc3C#N)ccc2n1-c1ccccc1
? | / | N#CC(C(=O)C1CCCCC1)c1nc2ccccc2[nH]1 (stereo not given)
? | / | N#Cc1ccc(OCC(=O)NNC(=S)NC2CCCCC2)cc1
? | / | N#Cc1ccccc1NC(=O)CSc1n[nH]c(-c2ccco2)n1
? | / | CCc1c(C)sc(NC(=O)c2cc(C)no2)c1C#N
